# Akt phos inh = inhibitors of Akt phosphorylation; Neuro2A IGF-stimulated pAkt S473 HTRF, 20 min; hits give low values; AID 651550; hit rate 0.32% among 360,000; activity change, % for hits at 50 µM; in the data active means activity change below about -80%; inconclusive means mostly about -51% to -80%; further: on the % scale 0 is the no-effect control and ±100 the full control effect
#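 Single-point screen (50 µM final compound) in Neuro2A cells stimulated 20 min with 6 nM IGF at 37 deg C. After lysis, Ser473-phosphorylated Akt read by HTRF (ex 330 nm, em 615/665 nm) as the 665/615 ratio.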
# CCT modulator = cytosolic chaperonin activity modulation. purified chaperonin ATPase assay, HTRF ADP detection, 30 min. activity change, % (concentration not given with the values), hits read low. hit rate 0.3% among 360,000. AID 651819; in the data active means activity change below about -30%; further: on the % scale 0 is the no-effect control and ±100 the full control effect
#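 ATPase activity: ADP formed was measured by HTRF Transcreener (665/615 nm ratio) after 30 min at 37 deg C with 10 uM ATP. Compounds screened at one 76 uM concentration against 40 or 20 nM TRiC in Tris pH 7.4/KCl/MgCl2/DTT buffer.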
# HepG2 viability = HepG2 cytotoxicity, counter-screen for TGF-b inhibitors | Potency, µM (doses to about 46.1 µM), for the others: top-dose activity change, negative = cytotoxicity, most hits filed as cytotoxic | hit rate 0.76% among 410,000 | HepG2 CAGA-GFP viability, ATP luminescence, 18 h; further: potency means the concentration at half of the fitted maximal effect; some results filed as inactive show a strong effect at the top dose
#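 CellTiter-Glo luminescence gave cytotoxicity after 18 hours at 37 degrees C. The cells were HepG2 CAGA-GFP in 1% FBS DMEM, stimulated with 500 pg/mL TGF-beta after compound addition. %Activity was normalised to no-cell wells (complete cell-killing) and DMSO (no toxicity), and curves were fitted and classified.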
# A549 viability = counter-screen for Nrf2 inhibitors: cytotoxicity in A549 cells. A549 ARE-Fluc cells, CellTiter-Fluor viability, 18-24 h. Potency, µM (series often up to 46 µM), inactives show at the top dose activity change, negative = cytotoxicity, actives largely listed as inhibitors. hit rate 0.16% among 390,000. AID 504648; further: potency means the concentration at half of the fitted maximal effect; on the % scale 0 is the no-effect control and ±100 the full control effect
#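 A549 ARE-Fluc cells in 5% FBS OPTI-MEM, 5000 cells/well, rested 2 h then exposed to compounds in concentration-response for 18-24 h at 37 °C. Viability by CellTiter-Fluor fluorescence (Ex 405/Em 525) after 30 min; luciferase luminescence (BugLite, 15 min, RT) read afterwards.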
# Mm-Cpn inhibitor = M. maripaludis TRiC chaperonin inhibition; purified Mm-Cpn ATPase, ADP Transcreener TR-FRET; Potency, µM (titrated, usually from 76.9 µM), inactives show at the highest dose activity, negative = inhibition, most hits filed as inhibitors; hit rate 0.031% among 330,000; AID 504842; further: potency means the concentration at half of the fitted maximal effect; on the % scale 0 is the no-effect control and ±100 the full control effect; nearly all actives have a fitted effect of over 80% in size
#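 25 nM Mm-CPN + cpd, 10 min 37°C; + 10 uM ATP, 30 min 37°C; buffer 30 mM Tris pH 7.4, 100 mM KCl, 5 mM MgCl2, 1 mM DTT; Transcreener ADP HTRF detection 30 min RT.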
# S2 tox = reduces viability in counter-screen for ATXN expression inhibitors | S2 cells (HEK-293 line with an ATXN2-luciferase reporter) viability, CellTiter-Fluor protease fluorescence, 24 h | Potency, µM (series often up to 56.7 µM), hits mostly cytotoxic | hit rate 0.49% among 400,000 | AID 651635; further: potency means the concentration at half of the fitted maximal effect; nearly all actives have a fitted effect of over 40% in size
# Nrf2 ARE act = activates Nrf2 signaling. AREc32 ARE-luciferase reporter (MCF7-derived line), luminescence, 24 h. Potency, µM (series often up to 46.1 µM), for inactives: at the highest dose activation, hits mostly activators. hit rate 0.31% among 410,000. AID 624171; further: potency means the concentration at half of the fitted maximal effect; % of control where 0% means no effect; nearly all actives have a fitted effect of over 65% in size
#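 Each well held 1000 AREc32 cells, which were incubated with compound for 24 hr at 37 deg C after overnight attachment, and ARE reporter activity was quantified by firefly luciferase luminescence.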
# Nrf2 inh = Nrf2 pathway inhibition; Potency, µM (highest dose often 46 µM), for the others: at the highest dose activity change, negative = inhibition, usual class: inhibitors; A549 ARE-Fluc reporter, luciferase luminescence, 18-24 h; hit rate 2.1% among 360,000; further: potency means the concentration at half of the fitted maximal effect; on the % scale 0 is the no-effect control and ±100 the full control effect; nearly all actives have a fitted effect of over 60% in size
#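 Nrf2 function is reported as luminescence of an ARE-controlled luciferase in A549 cells. Compounds were tested at several concentrations, and a CellTiter-Fluor read on the same wells flagged cytotoxicity.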
# TGFb inhibitor = blocks TGF-b signaling | AID 588855 | HepG2 CAGA-GFP TGF-b/SMAD3 reporter, GFP fluorescence, 18 h; TGF-beta stimulated, 500 pg/mL final | hit rate 1.2% among 410,000 | Potency, µM (titrated, usually from 46.1 µM), for the others: at the top dose activity, negative = inhibition, most hits filed as inhibitors; further: potency means the concentration at half of the fitted maximal effect; on the % scale 0 is the no-effect control and ±100 the full control effect; nearly all actives have a fitted effect of over 65% in size
#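 Cell-based qHTS in HEPG2 carrying a CAGA-GFP Smad reporter; compounds added before 500 pg/mL final TGF-beta, 18 h incubation at 37 degrees C, GFP fluorescence quantified per cell by imaging cytometry.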
# Starred values were filed as active, the others as inactive; i = inactive; ? = inconclusive; nt = not tested or not shown; & = joins results of further samples. Unless noted, the call rests on the fitted dose curve; in most records, active means well fitted curve in the direction sought with a large enough effect; inconclusive means small, poorly fitted or top-dose-only effect, or another doubt; inactive means no such curve, though single readings can be large; an effect the other way counts as inactive or inconclusive.
smiles | Akt phos inh | CCT modulator | HepG2 viability | A549 viability | Mm-Cpn inhibitor | S2 tox | Nrf2 ARE act | Nrf2 inh | TGFb inhibitor
CC(C)(C)OC(=O)N1CCN(CCNC(=O)c2ccccc2)CC1 | i | -1.5 | -4% | 0% | 3% | i | 0.5% | 2% | 0%
Cn1c(=O)c2c(ncn2CC(=O)NC(C)(C)C)n(C)c1=O | i | 1.9 | -16% | -2% | -2% | i | -0.8% | 7% | -7%
COc1ccc(CC(N)c2csc(Nc3ccc(S(C)(=O)=O)cc3)n2)cc1 (stereo not drawn) | i | -0.1 | -17% | nt | nt | i | 3.9% | nt | -3%
Cc1ccc2nc3c(cc(C(N)=S)c(=N)n3CCCOC(C)C)c(=O)n2c1 | i | -2.5 | -40% | -6% | -8% | nt | 0.2% | -3% | 25%
CCOc1ccc2[nH]c(=O)c(CN(CCc3ccccc3)C(=O)c3cnccn3)cc2c1 | nt | -2.7 | 0% | 0% | 1% | i | -0.3% | -19% | 1%
OC1(c2ccccc2F)CCN(Cc2nnnn2Cc2ccc(F)cc2)CC1 | i | -0.7 | 2% | 5% | 3% | i | -0.1% | -17% | 1%
CCCCOn1c(C)c(C(=O)OCC)c2c3nonc3ccc21 | i | -0.9 | -16% | 2% | nt | i | 1.4% | -22% | 7%
Cc1cccc(NS(=O)(=O)c2cccc(C(=O)N3CCC3)c2)c1 | i | -1.7 | 3% | 1% | 0% | i | 0.0% | -19% | -4%
CCOc1ccccc1/C=N/N1CCN(Cc2ccccc2)CC1 | i | -2.0 | -7% | 7% | 1% | i | -0.4% | -2% | -2%
COC(=O)c1c(C(=O)OC)c(-c2ccccc2)n2c1CS(=O)C2 (stereo not drawn) | i | -0.1 | -2% | -4% | 5% | i | -0.2% | 0% | 10%
CCNc1nc(NCC)nc(OCCOC(=O)COc2ccc(Cl)cc2Cl)n1 | i | 0.6 | 13% | 1% | -1% | i | 2.9% | 18% | 11%
COc1cc(C(=O)Oc2cc(C)[nH]c(=O)c2[N+](=O)[O-])cc(OC)c1OC | i | 1.9 | 5% | -14% | 1% | i | 1.7% | 5% | -1%
Cn1c(=O)c2c(nc(NCc3ccccc3)n2Cc2ccccc2)n(C)c1=O | nt | nt | -19% | -1% | nt | ? | 1.0% | ? | -56%
Cc1ccc(CCC(=O)Nc2ncc(Cc3cccc(Cl)c3Cl)s2)o1 | i | -1.5 | 1% | -8% | 1% | ? | 0.4% | 15% | ?
CC1CCN(Cc2ccc(-c3nn[nH]n3)cc2)CC1 | i | 2.4 | 1% | 10% | -1% | i | -0.6% | 32% | -10%
CC(=O)c1c(C)oc2c(Cl)cc(NS(=O)(=O)c3cc(C)c(C)cc3C)cc12 | nt | nt | -1% | -1% | nt | i | -1.1% | 14% | -1%
CCCn1c(Cc2ccccc2)nnc1SC(C)C(=O)NC1CC1 (stereo not drawn) | i | -1.8 | -1% | 1% | -3% | i | -2.9% | 2% | -2%
O=C1OC(Nc2nc3ccccc3s2)c2ccccc21 (stereo not drawn) | i | 0.5 | -1% | 2% | -5% | i | -0.6% | 0% | 3%
CCOc1cc(/C=N/N=C2/NC(=O)C(CC(=O)O)S2)ccc1OS(=O)(=O)c1ccc(C)cc1 (stereo not drawn) | i | -0.5 | 14% | -1% | -6% | i | 2.6% | ? | 9%
Cc1cc2oc(=O)cc(CN3CCOCC3)c2cc1C | i | -3.0 | -5% | -1% | -3% | i | -0.4% | 4% | 1%
COC(=O)c1sc(NC(=O)c2cc(C)on2)nc1C | i | -0.6 | 1% | 0% | 1% | i | -0.6% | 1% | 0%
Cc1ccc(C(=O)NCCNc2ccc(Cl)cc2[N+](=O)[O-])o1 | i | -3.3 | -21% | -7% | 1% | i | -0.3% | ? | -10%
CSc1ccc(CCNC(=O)C2CCN(c3nc4ccccc4nc3C(F)(F)F)CC2)cc1 | nt | nt | -21% | 6% | nt | i | 0.7% | -10% | ?
C[C@H](CO)N1C[C@H](C)[C@H](CN(C)S(=O)(=O)c2cccs2)OCc2cnnn2CCCC1=O | i | 1.1 | -2% | nt | nt | i | 0.2% | nt | 5%
CCOc1ccc(-c2nnc(NC(=O)Cc3cc(OC)c(OC)c(OC)c3)o2)cc1 | i | -2.1 | -7% | 0% | 0% | i | -0.5% | 15% | -5%
COc1ccc(/C=N/NC(=O)c2cc[n+]([O-])cc2)cc1O | i | -1.2 | -2% | 1% | 0% | i | -0.2% | ? | 2%
Cn1c(NC(=O)c2ccc(Br)o2)cc(=O)n(C)c1=O | -116%* | -0.2 | 0% | 2% | 2% | i | 11µM* | nt | -3%
O=C(Nc1ccc(C(=O)O)cc1)/C(=C\c1ccco1)NC(=O)c1ccc(Br)o1 | i | 1.0 | -2% | -10% | 1% | i | 0.0% | 24% | 0%
COC(=O)C1=C(C)N(CC2CCCO2)C(=O)/C1=C\c1ccc(O)cc1 (stereo not drawn) | i | -2.5 | -28% | -2% | -4% | i | 14% | nt | -4%
COc1nc(NCCc2ccc(OC)c(OC)c2)nc(NC(C)(C)CO)n1 | i | -0.3 | -49% | -2% | 1% | i | 2.3% | -7% | -26%
Cc1ccc(S(=O)(=O)N2CCN(S(=O)(=O)c3cccs3)CC2)cc1 | i | -2.5 | 0% | -12% | -4% | i | -0.8% | -8% | 31%
Clc1ccc(C(Cn2ccnc2)OCc2c(Cl)cccc2Cl)c(Cl)c1 (stereo not drawn) | i | -1.2 | -78% | 0% | -3% | ? | 3.7% | -24% | ?
Cc1nn(Cc2ccccc2)c(C)c1NC(=O)CSc1n[nH]c(C)c1[N+](=O)[O-] | i | -1.0 | -4% | -7% | 0% | i | -0.1% | -12% | -16%
Cn1c(=O)c2sccc2n2c(CCCC(=O)NCCc3ccc(S(N)(=O)=O)cc3)nnc12 | i | -0.9 | 14% | -1% | 0% | i | 0.2% | -12% | -2%
c1ccc2[nH]c(CN3CCOCC3)nc2c1 | i | 1.8 | -15% | 8% | 0% | i | 0.1% | -21% | 4%
COc1cccc(NC(=O)Nc2cc(C(=O)NCC3CCCO3)ccc2N2CC3CC(C2)c2cccc(=O)n2C3)c1 (stereo not drawn) | i | -2.2 | 13% | 6% | 1% | i | -0.9% | -11% | 3%
CCn1c(SCC(=O)Nc2nccs2)nnc1-c1ccncc1 | i | -2.6 | -3% | 19% | 0% | i | -0.7% | 20% | 17%
COCCN1C(=O)c2oc3ccc(C)cc3c(=O)c2C12C(=O)N(C)c1ccccc12 (stereo not drawn) | nt | nt | 1% | -8% | nt | i | -0.2% | -2% | -23%
O=C(Nc1ccc(Cl)cc1)N1CCOC12CCCCC2 | i | -0.7 | 0% | -1% | 1% | i | 0.1% | 2% | 9%
CCCc1cc(=O)oc2cc(C)cc(OCC(=O)NCc3ccccn3)c12 | i | -1.4 | -15% | 3% | -4% | i | 0.5% | 2% | 0%
Cc1ccc(NS(=O)(=O)c2ccc(C(=O)NCc3cccnc3)cc2)cc1 | i | -1.8 | -22% | 7% | 1% | i | -0.1% | ? | -8%
CC1(C(=O)NS(=O)(=O)Cc2ccccc2)CCN1C(=O)Cc1ccc(-c2ccccc2)cc1 (stereo not drawn) | i | -2.1 | 13% | nt | nt | i | 0.1% | nt | 28%
CS(=O)(=O)NCCSCc1ccco1 | i | -0.6 | -5% | 5% | 1% | i | 3.3% | -20% | -17%
O=C(Nc1ccc(Br)cc1)c1ccc(Br)c(S(=O)(=O)NCc2ccccc2)c1 | nt | nt | -67% | -15% | nt | ? | -0.5% | nt | 13µM*
CS(=O)(=O)c1ccc2nc(NC(=O)c3cc([N+](=O)[O-])cc([N+](=O)[O-])c3)sc2c1 | i | -2.0 | -27% | -10% | 0% | ? | 0.0% | 5% | -11%
CC12CCC(C(=O)NCc3ccccc3Cl)(C(Br)C1=O)C2(C)C (stereo not drawn) | i | -2.4 | -5% | 6% | 1% | i | -0.5% | -15% | -13%
COCCOC(=O)C1=C(C)Nc2ncnn2C1c1ccccc1 (stereo not drawn) | i | -3.2 | 2% | -1% | 0% | i | -0.6% | 15% | -3%
COc1ccc(CNc2cccnc2Cl)cc1 | i | -1.7 | nt | nt | nt | ? | 4.8% | nt | nt
C=CCc1cccc(CNc2ccc(Br)cc2)c1O | i | 2.4 | -35% | 2% | -2% | ? | 0.0% | -1% | ?
Cc1oc(-c2ccc(Cl)cc2)nc1CN1CCCC(C(=O)NCc2cccnc2)C1 (stereo not drawn) | i | -3.3 | -21% | 3% | 2% | ? | 2.4% | ? | ?
O=c1c2ccccc2nc(SCc2cccc(F)c2)n1C1CCCC1 | i | -1.7 | -7% | 3% | -23% | i | -0.2% | 6% | -7%
CCOc1ccc(NC(=O)NCCN2CCN(c3ccccc3F)CC2)cc1 | i | 0.3 | -7%&2% | 2%&0% | 0% | i | -1.0%&1.2% | ? | -13%
COc1ccc(N2CCN(CC(=O)Nc3nc4c(s3)CC(C)CC4)CC2)cc1 (stereo not drawn) | -120%* | 1.2 | -15% | -12% | 2% | i | 2.1% | ? | -5%
CCn1c(=O)c(C(=O)NCCN2CCCCC2)c(O)c2ccccc21 | i | -4.2 | -27% | ? | 0% | i | 15% | 7% | -10%
Cc1ccc(CSc2nnc(NC(=O)Cn3cnc4ccccc4c3=O)s2)cc1 | i | -0.5 | -2% | -6% | -2% | i | 3.1% | 6% | -2%
COc1cc(NC(=O)CSc2nc3ccccc3nc2Cc2ccc(Cl)cc2)cc(OC)c1 | nt | nt | -7% | 0% | nt | nt | 0.0% | nt | 0%
Cc1ccc(NC(=O)CSc2nnc(-c3cccs3)o2)cc1S(=O)(=O)N1CCCCC1 | i | -0.1 | 6% | 3% | 0% | ? | -0.3% | 16% | -5%

# Bioassay records: PubChem, National Center for Advancing Translational Sciences (NCATS)
